mIAP act = increases mouse intestinal alkaline phosphatase activity; 0.24% of 330,000 active; activation factor at 10 µM; AID 2805; muIAP, CDP-Star luminescence, 30 min; stronger effect = higher value; 1 = vehicle-only enzyme signal, 0 = enzyme-free wells;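 active = activation factor of at least 2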; note: the source names both 10 and 20 µM as test concentration; values of inactives mirror those of a sister screen read the other way
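also added = chemiluminescent substrate CDP-Star | test system = mouse IAP enzyme | signal = chemiluminescence readout | compound = DMSO-dissolved test compounds | incubation = 30 min at room temperature | benchmarks = DMSO wells, no-enzyme wells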
mIAP inh = blocks mouse intestinal alkaline phosphatase; inhibition, % at 10 µM; purified mouse IAP, CDP-Star luminescence, 30 min; 0.2% of 330,000 active;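 active = inhibition of at least 40% at 10 µM in the primary screen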;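 note: plate controls were DMSO with enzyme for no effect and no enzyme wells for full effect; values of inactives mirror those of a sister screen read the other way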
hIAP inh = blocks human intestinal alkaline phosphatase; 0.12% of 330,000 active; AID 2544; P09923; inhibition, % at 10 µM; purified IAP, CDP-Star luminescence, 30 min;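 active = inhibition reaching a set limit with compound at 10 µM in the primary screen, cut at about 35% in these data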;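 note: plate controls were DMSO wells with enzyme for no effect and no-enzyme buffer wells for full effect; values of inactives mirror those of a sister screen read the other way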
Target sequence (P09923 whole entry, looked up): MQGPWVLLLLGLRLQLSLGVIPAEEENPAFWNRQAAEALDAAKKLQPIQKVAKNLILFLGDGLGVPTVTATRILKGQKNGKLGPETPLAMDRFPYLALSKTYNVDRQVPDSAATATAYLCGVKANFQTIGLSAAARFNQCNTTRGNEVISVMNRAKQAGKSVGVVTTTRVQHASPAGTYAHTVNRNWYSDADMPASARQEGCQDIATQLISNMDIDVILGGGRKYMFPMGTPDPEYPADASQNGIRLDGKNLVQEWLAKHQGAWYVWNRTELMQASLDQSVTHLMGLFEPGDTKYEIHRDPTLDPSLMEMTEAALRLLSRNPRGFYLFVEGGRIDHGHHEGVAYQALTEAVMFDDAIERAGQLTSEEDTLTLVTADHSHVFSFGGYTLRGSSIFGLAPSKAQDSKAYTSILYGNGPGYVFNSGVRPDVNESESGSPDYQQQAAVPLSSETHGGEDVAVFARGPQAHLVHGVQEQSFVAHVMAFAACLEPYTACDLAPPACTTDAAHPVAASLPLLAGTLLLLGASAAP
tim10-1 inh = tim10-1 yeast growth inhibition. 2.2% of 330,000 active. S. cerevisiae tim10-1 ts strain growth, BacTiter-Glo, 24 h. inhibition, % at 20 µM;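 active = inhibition of at least 40%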;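 note: mutant grown at 25 °C; 0% = DMSO wells with yeast and 100% = wells holding no yeast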
beta cell repl = MIN6 beta-cell proliferation induction. 0.29% of 330,000 active. MIN6 cells proliferation, ATPlite luminescence, 48 h; cells starved in 0.2% serum; 100% = growth in 10% serum. proliferation, % at 10 µM;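 active = compounds whose signal lies at least 3.5 SD above the mean of all wells on their plate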;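 note: 0% = DMSO-treated cells in low-serum medium and 100% = 10% serum control; some compounds called inactive have numbers as strong as hits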
A3G deaminase = APOBEC3G (human) deaminase inhibition. Q9HC16. 0.28% of 330,000 active. recombinant A3G, ssDNA deamination FAM/TAMRA fluorescence. inhibition, % at 20 µM. AID 493012;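 active = inhibition of at least 40% at 20 µM, with no more than 30% in the related APOBEC3A deaminase screen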;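 note: plate controls were DMSO wells with A3G for no effect and wells lacking A3G enzyme for full effect; some compounds called inactive have numbers as strong as hits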
APOBEC3A inh = inhibitors of human APOBEC3A DNA deaminase. P31941. recombinant A3A, FAM/TAMRA ssDNA deamination fluorescence. inhibition, % at 20 µM. 0.41% of 330,000 active. AID 493011;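 active = at least 40% inhibition at 20 µM here, with at most 30% in a related deaminase screen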;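 note: plate controls were A3A with DMSO for no effect and wells lacking A3A enzyme for full effect; some results filed as inactive read as strong as hits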
Target sequence (P31941 whole entry, looked up): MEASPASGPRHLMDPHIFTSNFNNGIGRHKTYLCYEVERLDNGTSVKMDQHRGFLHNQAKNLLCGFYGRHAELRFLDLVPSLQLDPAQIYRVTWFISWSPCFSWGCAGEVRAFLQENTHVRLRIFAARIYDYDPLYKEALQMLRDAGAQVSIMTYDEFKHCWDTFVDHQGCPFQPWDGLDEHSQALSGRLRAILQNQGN
TIM10 inh = inhibits growth of TIM10 yeast strain; S. cerevisiae TIM10 strain growth, BacTiter-Glo luminescence, 24 h; inhibition, % at 10 µM; 1.4% of 330,000 active; AID 463195;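 active = inhibition of 40% or more at the single tested concentration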;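 note: wild-type TIM10 isogenic control strain grown at permissive 25 °C; 0% = DMSO yeast wells and 100% = minimal medium wells without yeast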
NLRP3 yeast inh = inhibitors of NALP3 inflammasome in yeast; Yeast reconstituted NLRP3/ASC/caspase-1, beta-gal luminescence, 24 h; inhibition, % at 10 µM; 0.39% of 330,000 active;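 active = inhibition of 50% or more; inactive = inhibition below 50%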;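 note: plate controls were induced DMSO wells for no effect and uninduced yeast grown without galactose for full effect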
An asterisk follows results filed as active. Hits appear at their usual frequency; about 4.6% have a hit in one of these screens.

SMILES | mIAP act | mIAP inh | hIAP inh | tim10-1 inh | beta cell repl | A3G deaminase | APOBEC3A inh | TIM10 inh | NLRP3 yeast inh
COC(=O)c1nnn(CC(=O)Nc2cccc(Cl)c2)c1C(=O)OC | 1 | -3 | 1 | 10 | 1 | -4 | -1 | 2 | -3
O=C(CCc1ccccc1)NC(=S)Nc1cc(C(F)(F)F)ccc1N1CCOCC1 | 0.96 | 4 | 7 | 29 | -6 | -2 | 2 | 35 | 4
Cc1nnsc1C(=O)Nc1ccc(S(=O)(=O)N2CCCCC2C)cc1 (stereo not given) | 0.98 | 2 | 13 | 24 | 3 | -5 | 0 | 17 | 8
COC(=O)c1cc(-c2c(-c3cc(OC)c(OC)c(OC)c3)noc2C)cc([N+](=O)[O-])c1 | 1.1 | -9 | 1 | 7 | -3 | -16 | 1 | 6 | 5
COc1ccc(N(C(C)C(=O)NN=C2CCCCCCC2)S(C)(=O)=O)cc1 (stereo not given) | 0.96 | 4 | -9 | 10 | -2 | -5 | 1 | -10 | 14
CCc1nnc(SCc2cn3c(C)cc(C)nc3n2)n1N | 1 | 0 | 4 | 2 | -2 | -4 | -2 | 0 | 1
CCOC(=O)C1=C(C)NC(C)=C(C(=O)OCC)C1C | 0.96 | 4 | 5 | 9 | 1 | -8 | 2 | 4 | 23
Cc1ccc(NCC(=O)N/N=C\c2ccc[nH]2)cc1 | 0.92 | 8 | 21 | 10 | -1 | -8 | -5 | 13 | 8
CC(C)CC(=O)NC(=S)Nc1ccc(NC(=O)c2ccco2)cc1 | 0.97 | 3 | 5 | 15 | -1 | 0 | 5 | 46* | 1
Cc1cc(C=O)c(C)n1-c1ccc(Cl)c(C(=O)O)c1 | 0.95 | 5 | -12 | -10 | 1 | 66 | 91 | -8 | 0
Cc1ccc(-c2nc3cc(N)ccc3o2)cc1Br | 1.1 | -8 | 10 | 25 | 1 | -3 | -5 | 20 | 30
COc1ccc(OC)c(CC(NC(C)=O)C(=O)NC2CCN(S(=O)(=O)c3ccc(NC(C)=O)cc3)CC2)c1 (stereo not given) | 0.95 | 5 | -18 | -11 | 4 | -12 | -3 | 6 | 14
Cc1cccc(NC(=O)N2CCCCCC2)c1 | 0.9 | 10 | 10 | -2 | -3 | -4 | -1 | 11 | 11
O=[N+]([O-])c1ccc(Sc2nccn2Cc2ccccc2)cc1 | 1 | -2 | -14 | 12 | -1 | -6 | -6 | 1 | 8
Cc1ccc(NC(=S)N2CCN(c3ccccn3)CC2)c(C)c1 | 1 | 0 | -30 | 17 | -1 | -5 | 0 | -13 | 17
O=C(O)c1ccc(Nc2nc3ccc(Cl)cc3[nH]2)cc1 | 1.1 | -6 | 12 | -8 | -1 | 0 | 1 | -19 | 14
Cc1nn(CCC(=O)NNC(=S)Nc2cccc(Cl)c2)c(C)c1[N+](=O)[O-] | 0.82 | 18 | -72 | 16 | 1 | -2 | -1 | -1 | 21
O=C(O)c1cc([N+](=O)[O-])ccc1NCc1cccnc1 | 0.91 | 9 | 14 | -11 | -2 | -7 | -3 | -8 | 21
CCCS(=O)(=O)N1CCN=C1SCc1cccnc1 | 1.1 | -6 | -10 | 5 | 0 | -1 | -2 | 13 | 0
COC(=O)c1sccc1NC(=O)CN(C)NS(=O)(=O)c1ccc(F)cc1 | 1.1 | -10 | -15 | 24 | -2 | -2 | -2 | 1 | 9
COc1cc(NC(=O)c2ccc(F)cc2)c(OC)cc1NC(=O)CN1CCOCC1 | 0.95 | 5 | 10 | 12 | 0 | -1 | 5 | 6 | 13
COc1ccc(-c2nn(-c3ccccc3)cc2/C=N/O)cc1OC | 0.95 | 5 | 6 | 21 | -3 | -8 | -4 | 18 | 18
O=C(c1cccc(F)c1)N1CCN(c2cc(N3CCCCC3)c(F)cc2[N+](=O)[O-])CC1 | 0.94 | 6 | 14 | 40 | -5 | 0 | -2 | 30 | 27
Cc1cc(C)n2nnnc2c1C#N | 0.98 | 2 | 1 | 8 | 0 | -2 | -3 | 6 | 6
COc1ccc(/C(C)=N/NC2=NCCN2)cc1Cl | 1.1 | -6 | 3 | 11 | 1 | -6 | -2 | 8 | 9
CC(=O)c1nnn(-c2ccccc2C#N)c1C | 0.91 | 9 | -11 | -6 | 0 | 0 | 2 | 2 | 5
CCOc1ccc(C(=O)NCC(=O)N2CCCCCCC2)cc1OCC | 1 | 0 | -6 | -1 | -1 | 2 | 0 | 0 | 7
Cc1ccn(CC(=O)N/N=C/c2cc([N+](=O)[O-])ccc2O)n1 | 0.97 | 3 | -17 | 3 | 0 | 2 | 7 | 0 | 28
O=C(COC(=O)/C=C/c1ccc(OC(F)F)cc1)NCCN1C(=O)CSC1=O | 1.1 | -6 | -16 | 15 | -2 | -6 | -5 | 7 | 2
Cc1ccc(CN2CCN(/N=C/c3ccc(N(C)C)cc3)CC2)cc1 | 0.94 | 6 | 4 | -1 | -3 | -8 | -3 | 0 | 15
CC(C)(C)C1CCC(=NNc2ncc(C(F)(F)F)cc2Cl)CC1 (stereo not given) | 1.1 | -9 | -3 | 13 | -5 | 1 | 7 | 2 | 15
Cn1c(NC(=S)Nc2ccccc2)nc2ccccc21 | 1 | -1 | -19 | 29 | 0 | -5 | 2 | 15 | 21
COc1ccccc1NC(=O)Cn1c(C)cc(=O)c2cccc(OC)c21 | 1.2 | -22 | 6 | 20 | -3 | -3 | 1 | 19 | 34
Cc1ccc(NC(=O)COc2ccccc2[N+](=O)[O-])nc1 | 1 | 0 | -2 | 5 | -4 | 0 | 2 | 0 | 27
COc1ccc(C2c3ccsc3CCN2C(=O)C(C)(C)C)cc1 (stereo not given) | 0.93 | 7 | 9 | 16 | 2 | -6 | 0 | 10 | -25
CCN(CC)S(=O)(=O)c1ccc2[nH]c(=O)cc(C(=O)Nc3ccccc3N3CCOCC3)c2c1 | 0.96 | 4 | 18 | -1 | -4 | -5 | 14 | 5 | 9
CC1=NC2(CCCc3c2no[n+]3[O-])N(O)C1(C)C (stereo not given) | 0.97 | 3 | 9 | -6 | 1 | 1 | 0 | -2 | 8
CCCOC(=O)c1ccc(NC(=O)c2nc3nc(C)cc(C)n3n2)cc1 | 1 | 0 | -3 | 25 | 2 | -10 | -2 | 15 | -12
Cc1cc2nc3n(c2cc1C)CC1CC(C(=O)NCC2CC2)N(C)C31 (stereo not given) | 1.1 | -5 | 11 | -5 | 1 | 7 | 6 | 6 | 11
CC(=O)Nc1cc(-c2ccc(Cl)cc2)[nH]n1 | 1.1 | -5 | -5 | 7 | 1 | -7 | -1 | 4 | 9
CCCC1CCC(C(=O)Nn2cnc3ccccc3c2=O)CC1 (stereo not given) | 1.2 | -17 | -9 | 24 | -2 | -3 | -4 | 2 | 13
Cc1ccccc1OCC(=O)Nc1ccc(C(N)=O)cc1 | 1 | -3 | 3 | -5 | -1 | -8 | 0 | -9 | 14
CCCc1cc(=O)n2[nH]c(NCc3ccc(Cl)cc3Cl)nc2n1 | 0.97 | 2 | -8 | 10 | 2 | -1 | 1 | -7 | 9
Cc1cc(C(=O)Cn2nc(C(=O)O)c3ccccc3c2=O)c(C)n1-c1ccc(OC(F)F)cc1 | 0.99 | 1 | 7 | 19 | -5 | -12 | -7 | 17 | 20
O=C(Nc1cccc(C(=O)N2CCN(c3ccccc3)CC2)c1)c1ccco1 | 0.99 | 1 | -20 | 26 | -3 | -13 | -3 | 11 | 23
CC(C)(C)NC(=O)C(c1ccncc1)N(C(=O)CNC(=O)c1ccco1)c1ccc2c(c1)OCO2 (stereo not given) | 0.97 | 2 | 0 | 5 | 0 | -1 | 16 | 9 | 9
O=C(COC(=O)c1ccc2c(c1)C(=O)N(Cc1ccncc1)C2=O)Nc1ccccc1[N+](=O)[O-] | 0.94 | 6 | -14 | 14 | -3 | 0 | 2 | 0 | -2
COc1ccc(NC(=O)CSc2nnc(NC(=O)c3ccc(S(=O)(=O)N4CCOCC4)cc3)s2)cc1 | 0.98 | 2 | -6 | 0 | -4 | -6 | 1 | -17 | 8
Cc1nc2ccccc2n1C(C)c1ccccc1 (stereo not given) | 1 | -3 | -42 | -1 | 0 | -6 | -7 | -12 | 12
CC(=O)Nc1ccccc1-c1nc2ccc(C(=O)N3CCN(c4ccccc4)CC3)cc2[nH]c1=O | 0.97 | 3 | 11 | -16 | 1 | 1 | -5 | 4 | 11
Cc1nc(N2CCN(S(=O)(=O)c3ccccc3C#N)CC2)c2c(-c3cccs3)csc2n1 | 0.88 | 12 | 5 | 6 | -3 | -2 | 1 | 24 | 26
Cc1nnc(NC(=O)c2ccc3ccccc3c2)s1 | 0.93 | 7 | 9 | 2 | -3 | -6 | -1 | 4 | 29
COc1ccc(CC(=O)Nc2ccccc2NC(=O)c2ccco2)cc1OC | 1 | -1 | -64 | -2 | -3 | -8 | -9 | -5 | 11
NC(=O)C1CCN(C(=O)CC2(CC(=O)O)CCCCC2)CC1 | 0.9 | 10 | -2 | 2 | 2 | -3 | -3 | 4 | 20
CCNCc1cc(OCC)c(OCC(=O)NCCc2ccccc2)cc1Cl | 1.1 | -6 | 10 | -5 | -3 | -5 | -4 | -15 | 14
CSc1ccc(NC(=O)CC(C)=O)cc1 | 1.1 | -11 | 4 | 15 | -3 | -1 | 2 | 0 | 0
O=C(CSc1cccc[n+]1[O-])NN(c1ccccc1)c1ccccc1 | 1.1 | -12 | -11 | -8 | 0 | -7 | -5 | -22 | 4
Cc1c(NS(=O)(=O)c2ccccc2)c(=O)n(-c2ccccc2)n1C | 1.1 | -8 | -10 | 3 | 3 | -5 | -3 | 3 | 6
COc1cccc(COC(=O)C2CCN(S(=O)(=O)c3ccc(F)cc3)CC2)c1OC | 0.95 | 4 | -8 | 16 | 4 | -6 | 1 | 11 | 24
Cc1cccc2nc(=S)n(C(=O)c3ccco3)n12 | 0.99 | 0 | 3 | 18 | -5 | -3 | 1 | 7 | 22

New compounds follow:
SMILES | mIAP act | mIAP inh | hIAP inh | tim10-1 inh | beta cell repl | A3G deaminase | APOBEC3A inh | TIM10 inh | NLRP3 yeast inh
CN(C)c1nc(N(C)C)n(Cc2c(Cl)cccc2Cl)n1 | 0.94 | 6 | -8 | 12 | -3 | -3 | 0 | 0 | -4
CCC(C)NC(=O)COc1ccccc1[N+](=O)[O-] (stereo not given) | 0.85 | 15 | 9 | -3 | 0 | -5 | 1 | 6 | 27
O=C(CSc1n[nH]c(=O)n1C1CC1)Nc1ccc(Cl)cc1Cl | 1 | -5 | 2 | -8 | -4 | -8 | -5 | 7 | 0
Cc1cccc(N2CCN(C(=O)CCN3C(=O)C4C5C=CC(C5)C4C3=O)CC2C)c1 (stereo not given) | 0.98 | 2 | -4 | 12 | -2 | -5 | -3 | 4 | -12
Clc1ccc(-c2csc(N3CCSCC3)n2)cc1 | 1.1 | -7 | 6 | 24 | -1 | -4 | -1 | 17 | -26
CC(NC(=O)C(=O)NCc1cccs1)c1ccccc1 (stereo not given) | 0.99 | 1 | 10 | -10 | -3 | 10 | -1 | 2 | -4
COc1ccccc1-c1ccc(SCc2ccccc2)nn1 | 0.95 | 5 | 18 | 10 | -4 | -7 | -4 | 14 | 39
